mABHD4 FP = ABHD4 (mouse) inhibition, primary FP screen. Q8VD66. 370,000 tested, 0.54% active. purified mABHD4, FP-Rh probe fluorescence polarization. inhibition, % at 8.92 µM;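 active means inhibition exceeding the mean over every tested compound plus 3 SD, cut at about 30% in these data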;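 further: 0% = plate median of compound wells and 100% = S159A mutant with DMSO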
Target sequence (Q8VD66 whole entry, looked up): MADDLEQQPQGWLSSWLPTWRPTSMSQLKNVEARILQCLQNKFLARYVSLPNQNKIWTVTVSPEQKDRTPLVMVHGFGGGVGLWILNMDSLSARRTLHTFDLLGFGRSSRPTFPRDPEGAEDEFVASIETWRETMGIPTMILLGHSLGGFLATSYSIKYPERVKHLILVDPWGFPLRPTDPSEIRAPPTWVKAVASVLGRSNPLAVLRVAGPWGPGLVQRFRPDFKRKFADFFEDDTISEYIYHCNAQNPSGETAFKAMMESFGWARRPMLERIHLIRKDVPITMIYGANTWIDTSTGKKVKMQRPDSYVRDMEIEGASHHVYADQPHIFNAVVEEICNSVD
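Assay system: Wild-type mouse ABHD4 protein | Medium: HEPES pH 7.0 buffer, 150 mM NaCl, 0.01% Pluronic F-127 | Incubation: Enzyme–compound pre-incubation 45 min, then probe 60 min, both 25 °C | Technique: Fluorescence polarization with parallel and perpendicular emission, 525/598 nm | Evaluation: % inhibition of FP-Rh probe binding versus controls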
SIAE primary = inhibitors of human sialic acid acetylesterase SIAE; 370,000 tested, 0.69% active; inhibition, % at 9.66 µM; Q9HAT2; SIAE FP-Rh probe binding, fluorescence polarization;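 active means inhibition above a cutoff: mean of compounds within the control limits plus 3 SD of those, cut at about 17% in these data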;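 further: 0% = plate median of compound wells and 100% = probe without SIAE protein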
Target sequence (Q9HAT2 whole entry, looked up): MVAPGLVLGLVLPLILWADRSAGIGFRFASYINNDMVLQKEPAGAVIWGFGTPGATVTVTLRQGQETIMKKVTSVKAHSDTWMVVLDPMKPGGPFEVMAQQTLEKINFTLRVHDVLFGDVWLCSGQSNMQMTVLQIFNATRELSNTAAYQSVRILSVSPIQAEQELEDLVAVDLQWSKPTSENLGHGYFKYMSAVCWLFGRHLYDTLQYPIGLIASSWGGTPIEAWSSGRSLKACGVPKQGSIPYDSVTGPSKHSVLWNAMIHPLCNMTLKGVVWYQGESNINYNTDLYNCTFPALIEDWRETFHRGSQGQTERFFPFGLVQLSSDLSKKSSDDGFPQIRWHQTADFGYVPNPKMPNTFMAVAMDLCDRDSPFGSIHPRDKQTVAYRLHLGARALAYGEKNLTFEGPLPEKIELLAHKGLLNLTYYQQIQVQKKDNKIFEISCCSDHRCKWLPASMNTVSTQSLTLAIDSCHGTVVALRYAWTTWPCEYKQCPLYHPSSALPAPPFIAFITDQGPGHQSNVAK
MBD2 DNA inh = MBD2-methylated oligo binding inhibition | Q9UBB5 | inhibition, % at 4.4 µM | TR-FRET, MBD2 binding to methylated oligonucleotide | 370,000 tested, 0.31% active; in the data active means inhibition above about 13%
TCR-CD3 inh = inhibitors of human TCR-CD3 interaction. TAMRA-labeled TCR probe fluorescence, biochemical. inhibition, % at 9.4 µM. 360,000 tested, 0.37% active; in the data active means inhibition above about 19%;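 further: recombinant mutant TCR 2C K166C tagged with TAMRA read by polarization; 0% = receptor in buffer alone and 100% = receptor with positive control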
GC-A act = GC-A (human) enzyme activation | P16066 | HEK293 GC-A cells, cGMP TR-FRET, EC30 ANP; 0% at EC30 ANP, 100% saturating ANP | activation, % at 10 µM | 370,000 tested, 0.14% active; in the data active means activation above about 40%
PRMT1 FP inh = PRMT1 (human) inhibition, primary screen; recombinant PRMT1, activity-based probe fluorescence polarization; inhibition, % at 2.79 µM; 370,000 tested, 1.3% active; AID 652257;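 active means inhibition above about 21% made by adding two undisclosed values, limit read from the data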
GC-B act = GC-B (human) receptor activation; HEK293-GC-B cells, CNP EC30, cGMP TR-FRET; 0% at EC30 CNP, 100% saturating CNP; activation, % at 10 µM; 370,000 tested, 0.11% active; AID 1920062;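 active means activation at 10 µM reaching about 35% in either raw or pattern-adjusted values, limit read from the data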
UHRF1 MBD2 ctr = blocks human UHRF1 binding to methylated DNA; inhibition, % at 4.4 µM; UHRF1 binding to methylated oligo, TR-FRET; 370,000 tested, 0.75% active; AID 687016; Q96T88; in the data active means inhibition above about 21%;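 further: UHRF1 SRA domain binding a hemimethylated CpG hairpin DNA probe; 0% = median of test compound wells and 100% = reference inhibitor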
HTRA1 inhibitor = blocks human HTRA1 serine peptidase | 340,000 tested, 0.5% active | Q92743 | inhibition, % at 5.96 µM | recombinant HTRA1, FP-rhodamine activity-based probe, fluorescence polarization; in the data active means inhibition above about 36%;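 further: 0% = enzyme with DMSO and 100% = wells lacking enzyme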
rCAG RNA binder = binds r(CAG) RNA repeats. r(CAG) RNA repeat, TO-PRO-1 dye displacement fluorescence. inhibition, % at 3 µM. 370,000 tested, 1.3% active. AID 651821;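 active means inhibition above the plate cutoff, the mean of all test compounds on that plate plus 3 SD, cut at about 35% in these data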;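 further: 0% = DMSO alone and 100% = 100 µM mitoxantrone as full dye displacement; higher means more dye released from RNA so lower well fluorescence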
* marks the source's active call; other numbers are inactive results; . = not tested or not shown. Not all compounds are listed (hit frequency here may not be typical).

SMILES | mABHD4 FP | SIAE primary | MBD2 DNA inh | TCR-CD3 inh | GC-A act | PRMT1 FP inh | GC-B act | UHRF1 MBD2 ctr | HTRA1 inhibitor | rCAG RNA binder
Cc1nc2sc(C(c3ccco3)N3CCC4(CC3)OCCO4)c(O)n2n1 (stereo unspecified) | 0 | 4 | -3 | 0 | 2 | 8 | -1 | -2 | 6 | 5
O=C(NCCS(=O)(=O)N1CCCCCC1)c1ccccc1 | 1 | -2 | -3 | 10 | 0 | -1 | -4 | -1 | 2 | 0
Cc1ccc(C(=O)O)cc1NS(=O)(=O)c1ccc2ccccc2c1 | 12 | 5 | 1 | 0 | 0 | -1 | -3 | 2 | -5 | 6
C=CCc1ccc(OCC(O)CN2CCN(c3ccccc3)CC2)c(OC)c1 (stereo unspecified) | 1 | -5 | 5 | 1 | 5 | 1 | 5 | -1 | -8 | -2
COc1c2c(cc3oc(CO[C@@H]4O[C@H](CO)[C@@H](O)[C@H](O)[C@H]4O)cc(=O)c13)O[C@H](C(C)(C)O)C2 | 6 | 5 | 1 | -4 | 0 | 0 | 5 | -1 | 4 | 3
O=C(CCN1CCOCC1)Nc1ccc(F)cc1 | -11 | -24 | -4 | 0 | -6 | -3 | 0 | -2 | 3 | 0
Cc1cccc(N2CCN(C(=O)CCC(=O)N3CCOc4ccc(Cl)cc43)CC2C)c1 (stereo unspecified) | 0 | 7 | -5 | -1 | -8 | -5 | -10 | -1 | -2 | 3
CC(=O)c1ccc(NC(=O)CSc2nc(Nc3ccccc3)nc(N3CCOCC3)n2)cc1 | 1 | -17 | -4 | -4 | 11 | 8 | 12 | 1 | -20 | 2
CC(C)c1ccc(/C=C/c2[nH]c(=O)[nH]c(=O)c2[N+](=O)[O-])cc1 | -26 | -5 | 5 | 0 | 2 | 9 | -2 | 0 | -6 | 40*
COc1cccc(/C=C2/NC(=O)N(CC(=O)Nc3ccc(C)cc3)C2=O)c1OCc1cccc(C(=O)O)c1 | -2 | 6 | -2 | 2 | 4 | 0 | 6 | 5 | -4 | 23
Cc1ccc(C)c(C(=O)CN2C(=O)c3ccccc3C2=O)c1 | 6 | -1 | -3 | -3 | -9 | 5 | 1 | 5 | 5 | 1
COc1ccc(S(=O)(=O)NCCSC(C)(C)C)c(Cl)c1Cl | 4 | 1 | -1 | -2 | -5 | -2 | -2 | 2 | -6 | -2
CSc1ccc(CNc2ncc(-c3cccc([N+](=O)[O-])c3)n2C)cc1 | 12 | 3 | -2 | 5 | -5 | 2 | -3 | 0 | -9 | 3
CCOc1ccccc1C(=O)N1CCC(Oc2cccnc2)CC1 | 1 | 3 | 0 | . | 2 | 2 | -7 | 3 | . | 3
O=C(CNC(=O)c1cccc(F)c1)OCC(=O)N1CCCCC1 | 3 | -1 | 2 | 0 | 2 | 1 | 4 | 4 | 3 | 2
O=C(COC(=O)COc1ccc2ccccc2c1)NCC(F)(F)F | -2 | -2 | 0 | 2 | -2 | 0 | -6 | 1 | 3 | -2
COc1ccc(NC(=O)c2ccc3c(c2)NC(=O)CO3)cc1OC | 0 | -5 | 2 | 4 | -2 | 1 | -10 | 2 | -1 | -1
COc1ccc(-n2c(C)nc3cc(C(=O)NCc4ccco4)ccc32)cc1 | -2 | -3 | 1 | -5 | 2 | 1 | 3 | 1 | -3 | -7
CCOC(=O)C1CCCN(C(=O)COC(=O)c2cccs2)C1 (stereo unspecified) | -4 | 1 | -7 | 2 | 4 | -6 | 7 | 0 | -1 | -1
COC(=O)CC1C(=O)NCCN1C(=O)Nc1ccc(Cl)cc1 (stereo unspecified) | -3 | 4 | -5 | 11 | 6 | -2 | -6 | 2 | 5 | 3

Record cards, as listed above. Values in the order: mABHD4 FP | SIAE primary | MBD2 DNA inh | TCR-CD3 inh | GC-A act | PRMT1 FP inh | GC-B act | UHRF1 MBD2 ctr | HTRA1 inhibitor | rCAG RNA binder
`COC(=O)CC1C(=O)NCCN1C(=O)Nc1ccc(Cl)cc1` (stereo unspecified) is listed as -3 | 4 | -5 | 11 | 6 | -2 | -6 | 2 | 5 | 3
`Cc1ccc(C(=O)O)cc1NS(=O)(=O)c1ccc2ccccc2c1` is listed as 12 | 5 | 1 | 0 | 0 | -1 | -3 | 2 | -5 | 6

Next section
SMILES | mABHD4 FP | SIAE primary | MBD2 DNA inh | TCR-CD3 inh | GC-A act | PRMT1 FP inh | GC-B act | UHRF1 MBD2 ctr | HTRA1 inhibitor | rCAG RNA binder
Cc1ccc(NC(=O)CN(C)CC(=O)Nc2sc3c(c2C(N)=O)CCC3)cc1 | -2 | -11 | 5 | -2 | -1 | 0 | -1 | -2 | -14 | 7
CS(=O)(=O)N1CCN(c2ccccc2[N+](=O)[O-])CC1 | -5 | -10 | 6 | -1 | -1 | -4 | 0 | -1 | 10 | 1
O=C(COc1ccc(F)c(Cl)c1)Nc1ccc(N2CCOCC2)cc1 | 4 | 4 | -6 | -2 | 2 | -2 | 1 | -1 | 5 | 2
Cc1ccc(C(=O)NCCCc2ccccc2)c(C)c1 | -4 | -4 | 3 | 4 | 2 | 1 | 8 | 1 | 7 | -6
C=CCn1c(CCC(=O)Nc2ccc(C)c(Cl)c2)nnc1SCC(=O)Nc1ccccc1C | 0 | -3 | 0 | -3 | 0 | -2 | -5 | 0 | -10 | -3
CC1CCN(CCc2nc3cc(NS(=O)(=O)c4ccccc4)ccc3n2C)CC1 | 5 | 0 | 0 | -2 | 4 | 1 | -5 | 2 | 0 | -4
CCCNC(=O)C1(C)CCCN(Cc2cc(-c3ccccc3)nn2C)C1 (stereo unspecified) | -1 | 4 | -4 | 8 | 0 | 1 | -1 | 14 | . | 1
CCN(CC)C(=O)c1[nH]cnc1C(=O)NCC(=O)OCc1ccccc1 | 4 | 1 | 2 | 1 | -1 | -1 | 8 | -2 | 0 | -6
Cc1ccc2nc(SCCC(=O)O)cc(C)c2c1 | 4 | 5 | -3 | 4 | 0 | -2 | -7 | -4 | 3 | 5
Cc1cccn2c(=O)c3cc(C(=O)N4CCCCC4)sc3nc12 | 6 | -3 | 1 | 1 | 7 | -3 | 3 | -4 | -5 | -3
CC(C)n1cc(NC(=O)COc2ccccc2Cl)cn1 | 2 | -2 | -1 | 0 | 0 | -2 | 4 | 0 | 2 | 2
CCC(C(=O)NC(C)(C)C)n1c(-c2cccc(NC(C)=O)c2)nc2ccccc21 (stereo unspecified) | 0 | 2 | 4 | 4 | 0 | 4 | -1 | 2 | . | -1
COc1ccc(C2=NOC(C(=O)Nc3ccc4c(c3)OCCO4)C2)c(OC)c1 (stereo unspecified) | 10 | 0 | 0 | 3 | -3 | 1 | 1 | -1 | -12 | -4
CN1CC(=O)Nc2ccccc2C1=O | -1 | 8 | -4 | 5 | 0 | -3 | -1 | 0 | -1 | 0
COc1ccccc1CCC(=O)OCC(=O)Nc1c(C)nn(-c2ccccc2)c1C | -5 | 1 | -4 | 2 | 2 | -1 | 6 | -1 | 4 | -14
Cc1ccc(NC(=S)NCc2ccc(F)cc2)cc1 | -16 | 1 | 6 | 3 | 8 | -1 | 3 | 4 | -6 | 2
O=C(CCn1c(=S)[nH]c2ccccc2c1=O)NCCSCc1ccccc1 | -1 | -12 | 5 | 2 | -1 | 0 | -6 | 1 | -4 | -3
NS(=O)(=O)c1ccc(CNS(=O)(=O)c2cc(Cl)ccc2Cl)cc1 | -4 | 2 | -4 | -3 | 0 | 5 | -9 | 1 | -6 | 4
CSC(=Nc1cccc(C)c1)NC#N | 9 | -2 | -7 | 9 | 3 | 0 | -1 | -1 | 2 | 2
O=C(NCC1COc2ccccc2O1)c1ccc(F)c(S(=O)(=O)N2CCOCC2)c1 (stereo unspecified) | 0 | -13 | 1 | 4 | 1 | 0 | 1 | 1 | -1 | 0
O=C(NC1CCCC1)C(c1ccncc1)N(C(=O)Cc1cccs1)c1ccc(F)cc1 (stereo unspecified) | 0 | -2 | 3 | -1 | -22 | -3 | -8 | 1 | 2 | -5
CCOc1cc2[nH]c(=S)n(CCCC(=O)NCc3ccccn3)c(=O)c2cc1OCC | -6 | 2 | 0 | -5 | -1 | 6 | -3 | 0 | 3 | 0
CCCCNC(=O)C[C@H]1C[C@@]2(C(=O)OC)C(=C[C@H](C3CCCC3)O[C@@H]2C)N(Cc2cccc3ccccc23)C1=O | -7 | 4 | -7 | . | -12 | 1 | -16 | -1 | . | 7
CCOc1cc(/C=N/Nc2nn3cnnc3c3ccccc23)ccc1O | 0 | 13 | -4 | -6 | -2 | 4 | -3 | 5 | -3 | 5
Cc1ccccc1NC(=O)CN1CCOCC1 | -13 | -11 | 7 | 5 | -1 | 3 | 5 | 5 | 2 | 2
COCC(=O)OCn1nnc2ccccc2c1=O | 7 | 1 | 0 | -6 | -2 | -1 | 7 | -2 | 1 | 20
O=C(OCC(=O)N1CCCC1)c1ccc(S(=O)(=O)N2CCOCC2)cc1 | -3 | -5 | -3 | -1 | 1 | 5 | 2 | 1 | 0 | 1
O=C(O)CCCN1C(=O)/C(=C\C(Cl)=C\c2ccccc2)SC1=S | 4 | 6 | 3 | -1 | 8 | 3 | -6 | -2 | 12 | 12
CC(C)COC(=O)n1ccc(C(=O)N2CCCCC2)n1 | -9 | -4 | 2 | -10 | -1 | 10 | 4 | 6 | -2 | -6
CCn1c(Cn2nnc(-c3ccccc3)n2)nnc1SCC(=O)Nc1ccc(N(C)C)cc1 | 1 | 10 | -4 | 0 | -3 | -2 | 0 | -5 | -2 | -5
O=C(CCc1ccccc1)NC(=S)Nc1cccc(C(=O)O)c1 | 1 | 10 | -1 | 0 | -2 | -3 | -2 | 4 | 5 | 6
COc1ccc(-c2cc(=O)oc3cc(OC(C)C(=O)O)ccc23)cc1 (stereo unspecified) | -2 | 4 | -1 | 0 | 2 | -2 | 4 | 5 | 4 | 12
CCCOc1ccc(N2C(=O)CC(N(Cc3ccccc3)N=O)C2=O)cc1 (stereo unspecified) | -3 | -4 | 2 | -6 | 3 | 3 | 2 | 5 | . | 1
CCN(CC(=O)Nc1ccc2c(c1)OCCO2)C(=O)/C=C/c1cccc(Br)c1 | -4 | 7 | 3 | 6 | 0 | -3 | -5 | 0 | -5 | -1
c1ccc(N2CC3COc4ccccc4C3=N2)cc1 (stereo unspecified) | 1 | 0 | -4 | 0 | 9 | 0 | 3 | 2 | 5 | 2
CCN(CC(=O)Nc1ccc(OC)cc1)C(=O)c1ccc2c(=O)n3c(nc2c1)CCC3 | 2 | -1 | 2 | 0 | 0 | 3 | 3 | 1 | 1 | 6
NNC(=O)c1cc(NS(=O)(=O)c2cccs2)cc(NS(=O)(=O)c2cccs2)c1 | -31 | -43 | 0 | 10 | 3 | 1 | 2 | 2 | -2 | 42*
O=C(CN1CCN(S(=O)(=O)c2ccc(Br)cc2)CC1)Nc1ccc(F)cc1 | -3 | -5 | 2 | 3 | 3 | -4 | -2 | -2 | -7 | -7
OCCNc1nc(Cl)nc(NCc2ccco2)n1 | -5 | 0 | -1 | 2 | 3 | 1 | 3 | -3 | -3 | 2
COc1ccc(/C=C/c2ccc(=O)n(Cc3ccccc3)n2)cc1 | -10 | -3 | -4 | 8 | -3 | -3 | 2 | -1 | -36 | -5
O=C(Nc1ccc(N=Nc2ccccc2)cc1)c1cccc(Cl)c1 | -15 | 6 | -2 | -9 | 0 | -2 | -3 | 0 | -2 | 4
Cc1ncc([N+](=O)[O-])n1CC(=O)NC1CCCCCC1 | 1 | -4 | 5 | -2 | 1 | 3 | 2 | 8 | -1 | -1

Screening data deposited in PubChem BioAssay by several laboratories.
